Bioassay records as filed in PubChem.
CHT allo act: CHT positive allosteric modulators, primary screen, cell-based, membrane potential dye, choline EC20; High affinity choline transporter 1 (Homo sapiens), Q9GZV3; CHT-expressing cells; hits give high values; LV-AA mutant CHT in HEK293 cells; B-score at 10 µM; 0.49% of 310,000 active;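 active = initial fluorescence not abnormally high and integrated response B-score, plate-corrected, over 3 SD above library mean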
Target sequence (Q9GZV3 whole entry, looked up): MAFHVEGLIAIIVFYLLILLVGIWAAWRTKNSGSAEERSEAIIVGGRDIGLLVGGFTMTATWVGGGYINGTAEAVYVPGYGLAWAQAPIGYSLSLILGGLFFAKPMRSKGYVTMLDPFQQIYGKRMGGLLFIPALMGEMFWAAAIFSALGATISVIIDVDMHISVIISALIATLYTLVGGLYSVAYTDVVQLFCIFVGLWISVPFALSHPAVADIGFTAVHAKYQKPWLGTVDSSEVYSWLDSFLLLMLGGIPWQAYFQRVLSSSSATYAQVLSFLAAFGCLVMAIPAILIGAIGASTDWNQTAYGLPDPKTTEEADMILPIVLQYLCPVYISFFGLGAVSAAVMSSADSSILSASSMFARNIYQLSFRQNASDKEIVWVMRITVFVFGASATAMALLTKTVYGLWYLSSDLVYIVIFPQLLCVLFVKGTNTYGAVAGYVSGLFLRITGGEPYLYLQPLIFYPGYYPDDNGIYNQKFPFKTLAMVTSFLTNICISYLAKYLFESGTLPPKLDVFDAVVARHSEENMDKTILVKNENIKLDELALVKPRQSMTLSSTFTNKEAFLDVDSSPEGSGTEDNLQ
OX1R antagonist: OX1R (HCRTR1) antagonists, primary screen, fluorescence, CHO/OX1R cells, Fluo-8 calcium, orexin A | 0.43% of 330,000 active | Orexin/Hypocretin receptor type 1 (Homo sapiens), O43613 | Fluo-8 calcium fluorescence | inhibition, % at 5 µM;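 active = inhibition above its plate's threshold, mean inhibition of all tested compounds on the plate plus 3 SD, cut at about 37% in these data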;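 note: 0% = orexin A challenge wells and 100% = SB-334867-A antagonist wells; not every result past the cut was called active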
Target sequence (O43613 whole entry, looked up): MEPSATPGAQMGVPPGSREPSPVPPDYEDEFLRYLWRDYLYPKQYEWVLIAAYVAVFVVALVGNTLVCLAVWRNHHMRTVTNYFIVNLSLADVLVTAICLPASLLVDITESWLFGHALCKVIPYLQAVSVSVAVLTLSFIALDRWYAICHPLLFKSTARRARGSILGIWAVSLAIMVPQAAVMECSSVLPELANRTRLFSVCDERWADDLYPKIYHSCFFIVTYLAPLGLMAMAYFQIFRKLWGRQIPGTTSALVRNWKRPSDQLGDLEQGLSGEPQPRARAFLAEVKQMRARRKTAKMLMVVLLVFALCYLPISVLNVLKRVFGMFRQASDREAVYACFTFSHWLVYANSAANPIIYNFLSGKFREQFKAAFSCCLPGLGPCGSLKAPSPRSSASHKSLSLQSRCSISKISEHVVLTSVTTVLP
* = called active by the depositor; i = inactive; . = no result given; & = joins results of further samples.

SMILES	CHT allo act	OX1R antagonist
c1ccc(CSc2ccc3nnc(-c4cccnc4)n3n2)cc1	i	-32
CC(N=C1CC(C)(C)CC(=O)/C1=C(/O)CCCN1C(=O)c2ccccc2C1=O)C(=O)O (stereo not drawn)	i	-10
Cc1ccc(S(=O)(=O)N2CCN(C(=O)CN3CCCSc4ccccc43)CC2)cc1	.	-7
O=c1cc(O)c2ccc(O)cc2o1	i	-3
COc1ccccc1NC(=O)Nc1ccc(C(=O)N2CCCCC2)cc1	i	2
O=C(NNC(=O)c1ccccc1[N+](=O)[O-])c1ccccc1[N+](=O)[O-]	i	-2
COc1ccc(CN=Cc2[nH]c3ccc(Br)c(Cl)c3c2O)cc1	i	-14
COCc1nc2ccccc2n1Cc1ccc(Br)cc1	i	-48
O=C(CCl)N(c1ccccc1)C1CCCCC1	i	-23
Cc1cc(NC(=O)CSc2cc(Cl)ccc2Cl)n(-c2ccccc2)n1	i	-20
CCOC(=O)C1=C(CSCC(=O)OC)NC(=O)NC1c1cc(C)ccc1C (stereo not drawn)	i	-35
Cc1cc(C)nc(SCC(=O)NCC2COc3ccccc3O2)n1 (stereo not drawn)	.	-6
O=C(CNC(=O)c1ccc(Cl)cc1)NNc1c(F)c(F)cc(F)c1F	.	-18
O=C(OCCN1CCOCC1)c1ccc2c(c1)OCCO2	i	-5
CC(C)c1ccc(-c2csc(NC(=O)c3cccs3)c2C(=O)O)cc1	i	-10
CCOC(=O)c1c(NC(C)=O)sc2c(OC)c(Br)ccc12	i	-6
COc1ccc(OC)c(/C=N/NC(=O)C(=O)N2CCCC2)c1	i	-11
CC1=C(C(N)=O)C(c2ccccc2F)n2nc(CCCO)nc2N1 (stereo not drawn)	i	-12
COc1ccc2c(c1)O[C@@H](c1cccc(C(F)(F)F)c1)[C@H](OC(=O)N[C@H]1CCCc3ccccc31)C2=O	i	-27
CCN(CC)S(=O)(=O)c1ccc2oc(C(=O)N3CCCCCC3)c(C)c2c1	i	-25
Cc1nc2sccn2c(=O)c1S(=O)(=O)Nc1ccc(N2CCN(C(=O)C(C)C)CC2)cc1	i	-19
COc1ccc(C(=O)N2CCN(S(=O)(=O)c3ccc(C)cc3C)CC2)cc1OC	i	-36
CN1C2=CC=CC=CC2=[N+](C)C12C=CC(=[N+]([O-])[O-])C=C2[N+](=O)[O-] (stereo not drawn)	i	-13
COCCN(C(=O)C1CCCO1)c1c(N)n(CC(C)C)c(=O)[nH]c1=O (stereo not drawn)	.	-2
O=C(O)CS(=O)(=O)c1ccc(Oc2ccc(S(=O)(=O)CC(=O)O)cc2)cc1	i	-9
CC1(C)CC2CC(C)(CN2C(=O)c2ccc([N+](=O)[O-])cc2)C1 (stereo not drawn)	i	-27
CCOC(=O)c1c(C)nn(-c2ccc(NC(=O)/C=C/C(=O)O)cc2)c1C	i	-16
Cc1ccc(NC(=O)C(=O)NCc2ccc(/C=C(/C#N)C(=O)NCc3cccnc3)o2)cc1C	i	-29
COc1ccc(NC(=O)c2ccc(NC(=O)CSc3nccc(=O)[nH]3)cc2)cc1	i	-4
CC(=O)N1N=C(c2ccccc2)CC1c1cccs1 (stereo not drawn)	i	.
COc1ccc(-c2cc(C(=O)NCCc3ccccc3)no2)cc1OC	i	-15
Nc1cccc2c1nnn2C1OC(CO)C(O)C(O)C1O (stereo not drawn)	i	-2
COc1ccc(COC(=O)C2CCN(S(=O)(=O)c3cccs3)CC2)cc1	i	-13
CC(C)(C)OC(=O)C[C@H]1C/C=C\C[C@H](CC(=O)NCCO)C(=O)N[C@@H](c2ccccc2)COC1=O	.	-11
O=C(CCc1nnc(CCCCc2ccccc2)o1)NC(c1cccnc1)C(F)(F)F (stereo not drawn)	i	-8
CC1O[C@@H](OC2C(O)C(C)O[C@H](OC(=O)[C@]34CCC(C)(C)C[C@H]3C3=CCC5[C@@]6(C)CC(O)C(O[C@@H]7OC(CO)C(O)[C@@H](O)[C@@H]7O)[C@@](C)(C(=O)O)C6CC[C@@]5(C)[C@]3(CO)CC4)C2O[C@H]2OC(C)[C@@H](O[C@@H]3OCC(O[C@@H]4OC(CO)C(O)[C@H](O)C4O)[C@@H](O)[C@@H]3O)[C@H](O)C2O)C(O)C(O)C1O (stereo partly drawn)	.	-5
CCOC(=O)c1c(C)[nH]c(C(=O)COC(=O)/C=C/c2ccc(OC(F)F)cc2)c1C	i	-22
Cc1ccccc1CN1CCc2cc([N+](=O)[O-])ccc21	i	-11
CCCNC(=O)CCn1c(-c2ccc(C)cc2)cc(C(=O)OCC)c1C	i	-34
O=C(NC1CCN(Cc2ccc(F)cc2)CC1)c1ccccc1	i	-1
O=C(O)c1ccc(-c2nc(-c3ccccc3)cs2)cc1	i	-6
Cc1ccc(S(=O)(=O)CC2CSc3nnc(C)c(=O)n32)cc1 (stereo not drawn)	i	-12
CC(C)(C)c1nc(CN2CCOCC2)ccc1O	i	-15
Cc1c(C(=O)NCc2ccc3c(c2)cc(C)n3C)cccc1[N+](=O)[O-]	i	-42
COc1cc2[nH]cc(C(=O)NCc3ccccc3)c(=O)c2cc1OC	i	-17
CCOC(=O)C1(CCOC)CCN(Cc2ccc3nonc3c2)CC1	i	-14
Cc1c(Cl)cccc1NC(=S)N1CCN(Cc2ccccc2)CC1	i	-8
C=CCNC(=O)C(=O)Nc1ccc2c(c1)N(S(=O)(=O)c1cccs1)CCC2	i	-25
Cc1cccc(C(=O)NCCc2n[nH]c(=S)n2C)c1	i	2
COc1ccc(-c2csc3ncnc(N4CCN(c5ccccc5)CC4)c23)cc1	i	-25

Carrying on.
SMILES	CHT allo act	OX1R antagonist
CC(=O)/C(=N/Nc1ccccc1)N1CCOCC1	i	-4
O=C(Nc1ccccc1)c1cccnc1N1CCOCC1	i	-20
O=C(NCc1ccc(Cl)cc1)C1=Cc2cc(Cl)ccc2OC1	i	-20
CN(CCc1cn[nH]c1)Cc1nc(C(c2ccccc2)c2ccccc2)no1	i	-12
COc1ccc(C2SCCN2C(=O)c2ccc([N+](=O)[O-])cc2)cc1 (stereo not drawn)	i	-24
CCCCCCc1nc2ccccc2c(=O)n1NC(=O)c1c(O)c2c(n(CC(C)C)c1=O)CCCC2	i	-23
Cn1cccc1/C=C1\SC(=O)N(c2ccc(O)cc2)C1=O	i	-3
Cn1c(=O)n(C)c2cc(/C=N/NC(=O)c3ccc(Cl)cc3Cl)ccc21	i	-31
CC(=O)c1ccc(N2CCN(C(=O)c3ccco3)C(C)C2)c(F)c1 (stereo not drawn)	i	-11
COCCCNC(=O)C1CCN(S(=O)(=O)N(CC(C)C)CC(C)C)CC1	i	-3
COc1cccc(/C=C(/C#N)c2ccc(Cl)cc2)c1OCc1cccc(C(=O)O)c1	i	0
O=C(CCN1C(=O)/C(=C\c2ccccc2Cl)SC1=S)Nc1cccnc1	i	-19
CC(C)(C)n1nnc(CCc2nnn(C(C)(C)C)n2)n1	i	-22
Cc1ccc(C)c(NC(=O)CN2C(=O)CNC2=O)c1	i	-6
Cc1cc(C)nc(NC(=O)c2ccc(C)c(C)c2)n1	i	-20
CCOC(=O)c1c(C)[nH]c(NC(=O)N2CCOCC2)c1C	i	-3
NNC(=O)C1SCCN1S(=O)(=O)c1ccc(Cl)cc1 (stereo not drawn)	i	-6
Cc1ccccc1OCC(=O)Nc1ccc(S(=O)(=O)N2CCCC2)cc1	i	-9
COc1cc(C(=O)OCc2cc(=O)c(O)co2)ccc1OC(F)F	i	-6
CC(C)N(c1ccccc1)c1ncnc(NCCC(=O)O)c1[N+](=O)[O-]	i	-5
Cc1cc(C)cc(OCC(=O)Nc2nonc2NC(=O)COc2cc(C)cc(C)c2)c1	i	-20
CC(C)CCC(C)NC(=O)C1CCN(S(=O)(=O)/C=C/c2ccccc2)CC1 (stereo not drawn)	i	-14
CCOc1ccc2[nH]c3c(N4CCc5ccccc5C4)ncnc3c2c1	i	-9
CCN1CCN(CC(=O)NC2CCCC2)C(=O)C1=O	i	-8
COc1cc(NC(=O)c2cc(S(=O)(=O)N3CCCCC3)ccc2N2CCOCC2)cc(OC)c1	i	-25
Cc1nn(-c2nnc(C)c(=O)[nH]2)c(C)c1SCC(=O)Nc1ccc(C(C)C)cc1	i	-4
CC(=O)c1sc(NC(=O)c2ccc(F)cc2)nc1-c1ccccc1	i	-18
CCC(C)n1c(=O)c2sccc2n2c(CCCC(=O)N3CCC(C(N)=O)CC3)nnc12 (stereo not drawn)	i	6
O=C(O)c1ccccc1C(=O)OCCc1cc2ccccc2c(=O)o1	.	1
CCc1ccc(N2CN(Cc3cccnc3)CNC2=S)cc1	i	-22
COc1cc(C2=NOC(C(=O)Nc3ccc(C)cc3)C2)cc(OC)c1OC (stereo not drawn)	i	-17
Cc1ccc(NC(=O)[C@@H]2CCCN2S(=O)(=O)c2ccccc2F)cc1S(=O)(=O)N1CCOCC1	i	12
NC(=O)c1nn(CC(=O)Nc2cccc(S(=O)(=O)N3CCCC3)c2)c(=O)c2ccccc12	.	-13
O=C1/C(=C\c2cccc(O)c2O)SC(=S)N1Cc1ccccc1	i	-5
COc1ccc(S(=O)(=O)N(C)CC(=O)N2CCN(Cc3ccccc3)CC2)cc1C	i	-25
O=S(=O)(NCc1cccs1)c1cccc(S(=O)(=O)N2CCCCC2)c1	i	-13
COC(=O)c1ccccc1NC(=O)Nc1ccc(C(=O)N2CCCC2)cc1	i	-12
Cc1ccc(C)c(S(=O)(=O)Nc2ccc(O)c(C(=O)O)c2)c1	i	-12
CCOc1ccc(C2CC(c3cccc(OC)c3)n3nc(N)nc3N2)cc1 (stereo not drawn)	i	-24
O=C(CNC(=O)c1ccccc1F)OCc1nc2ccccc2s1	i	5
CCOc1ccc(C2C(C(=O)c3ccc(C)o3)=C(O)C(=O)N2CCN2CCOCC2)cc1OC (stereo not drawn)	i	-4
O=C(CCN1C(=O)S/C(=C/c2ccc(F)cc2)C1=O)Nc1ccc(O)c(C(=O)O)c1	i	-5
O=C(NCc1ccco1)C1CCC(N2C(=O)c3ccccc3C2=O)CC1 (stereo not drawn)	i	-23
CCOc1cc2[nH]c(=S)n(CCC(=O)N3CCc4ccccc4C3)c(=O)c2cc1OCC	i	-24
Cc1ccc(C(O)c2ccc(-n3ccnc3)cc2)cc1 (stereo not drawn)	i	-6
O=C(CCCOc1ccccc1)NC(=S)Nc1ccccc1	i	-1
COCCn1c(SCC(=O)c2ccc(CNC(C)=O)o2)nc2ccccc2c1=O	i	-28
C=CCn1c(SCC(=O)N2CCOCC2)nc2scc(-c3ccco3)c2c1=O	i	-23
O=C(Cn1c(=O)c2cccn2c2ccc(F)cc21)N1CCN(c2ccc(F)cc2)CC1	i	-20
CC1CCN(C(=O)COC(=O)/C=C/c2ccco2)CC1	.	-18

Reprinted from the part before: 2 compounds, followed by the next part.
SMILES	CHT allo act	OX1R antagonist
O=C(Cn1c(=O)c2cccn2c2ccc(F)cc21)N1CCN(c2ccc(F)cc2)CC1	i	-20
CC1CCN(C(=O)COC(=O)/C=C/c2ccco2)CC1	.	-18
CC[n+]1c(/C=C/c2cc([N+](=O)[O-])ccc2O)ccc2ccccc21	i	5
COc1ccc(C(C)=O)cc1CN1C(=O)NC2(CCCCCCC2)C1=O	i	-22
Cc1cccc2c1N(C(=O)CN1C(=O)c3ccccc3C1=O)C(C)(C)c1ssc(=S)c1-2	i	-25
Cc1ccc2nc(-c3ccccc3)cn2c1	i	-15
O=C(NNc1ccccc1Cl)C(O)(c1cccc(C(F)(F)F)c1)c1cccc(C(F)(F)F)c1	i	4
Cc1cccc(CNc2ncnc3ccc(-c4ccoc4)cc23)c1	.	-4
CCc1ccc(NC(=O)C(=O)NCCN2CCN(Cc3ccc([N+](=O)[O-])cc3)CC2)cc1	i	-30
CC1(C)S[C@@H]2[C@H](NC(=O)[C@H](N)c3ccccc3)C(=O)N2[C@H]1C(=O)O	i	0&1
CCCc1cc(=O)oc2c(C)c(OCC(=O)NCCCN3CCOCC3)ccc12	i	-21
CSCc1ccc(C(=O)N2CCCC(Nc3ccc(F)cc3)C2)o1 (stereo not drawn)	i	-25
CC(Oc1ccccc1)C(=O)N1CCN(c2ccc(N3CCCCCC3)nn2)CC1 (stereo not drawn)	i	-21
Cc1ccc(NC(=O)Cn2c(-c3ccc(F)cc3)cnc2SCC(=O)Nc2c(C)cccc2C)cc1	i	-25
Fc1cccc(CCN2CCN=C2Nc2ccccc2)c1	i	-7
CC1(C)CC(=O)C(C=NCc2cccnc2)=C(O)C1	i	-16
CCOC(=O)C1CCN(C(=O)CSc2nc(N)cc(=O)[nH]2)CC1	i	12
CCCCN(CC)C(=O)c1n[nH]c(=O)c2ccccc12	i	-2
O=C(OC(C(=O)Nc1ccc(Cl)cc1C(F)(F)F)c1ccccc1)c1c(Cl)cccc1Cl (stereo not drawn)	i	-35

Some of these compounds in order of their number in OX1R antagonist, rising:
Structure | OX1R antagonist
O=C(OC(C(=O)Nc1ccc(Cl)cc1C(F)(F)F)c1ccccc1)c1c(Cl)cccc1Cl (stereo not drawn) | -35
Cc1ccc(NC(=O)Cn2c(-c3ccc(F)cc3)cnc2SCC(=O)Nc2c(C)cccc2C)cc1 | -25
COc1ccc(C(C)=O)cc1CN1C(=O)NC2(CCCCCCC2)C1=O | -22
Fc1cccc(CCN2CCN=C2Nc2ccccc2)c1 | -7
CCCCN(CC)C(=O)c1n[nH]c(=O)c2ccccc12 | -2
O=C(NNc1ccccc1Cl)C(O)(c1cccc(C(F)(F)F)c1)c1cccc(C(F)(F)F)c1 | 4
